F508del corr – CFTR F508del correction in bronchial cells; AID 720511; CFBE cells, YFP halide quenching; stimulated with forskolin plus potentiator P3; % fluorescence drop versus neutral controls; 350,000 tested, 0.36% active; activity (quench increase), % at 7.58 µM;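 active = mean added fluorescence quench of at least 8% versus neutral control, with both replicates also reaching 8%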;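 also: cells transiently co-express mutant CFTR-F508del with the halide-sensitive YFP; corrector assay measuring rescue of mutant channel to the surface after 24 h compound exposure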
PGC1a acetyl inh – PGC1a acetylation modulation, inhibitor mode; U2OS PGC1a acetylation, AlphaScreen anti-acetyl-lysine; with virally co-expressed GCN5 acetyltransferase; inhibition, % at 15.6 µM; 350,000 tested, 0.17% active;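 active = every replicate shows inhibition of at least 40%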;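 also: 0% = neutral control wells and 100% = positive control wells; some results beyond the cut were filed as inactive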
FN deposit inh – fibronectin deposition inhibition | AH1F fibroblasts, Alexa488-fibronectin deposition fluorescence, overnight | 350,000 tested, 0.086% active | inhibition, % at 12.6 µM;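 active = mean inhibition across replicates of 30% or more, regardless of how many single replicates reach that level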;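 also: positive control wells lacked labelled fibronectin entirely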
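Measured by – fluorescence 485/525 nm · System – AH1F fibroblast monolayer, labelled fibronectin deposition · Amount – 10000 cells per well · Buffer or medium – serum-reduced DMEM (2% serum) · Doses – single dose, pinned · Also added – fluorescent fibronectin at 24 nM final · Schedule – 1 h cell attachment, overnight exposure to compound and label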
INS-1E GSIS act – primary screen for activators of insulin secretion dependent on glucose, INS-1E cells, GLuc reporter luminescence; 370,000 tested, 0.61% active; INS-1E GLuc reporter insulin secretion, 2-3 h; activation, % at 16.6 µM;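 active = lowest replicate activation of at least 40%, so every replicate reaches that level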;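 also: 0% = median of neutral control wells and 100% = median of IBMX positive control wells; some compounds called inactive have numbers as strong as hits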
Cneo AK release – causes C. neoformans cell lysis; lysis activity, % at 15 µM; adenylate kinase release luminescence, 4 h; normalised: neutral wells 0, clomiphene wells 100; 360,000 tested, 0.2% active;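 active = mean lysis activity across replicates of at least 80%, whatever share of replicates individually reach that level; inactive = mean lysis activity below 80%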
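Test system: log-phase Cryptococcus neoformans yeast cells. Input: 5 × 10^6 yeast cells/mL. Medium: fresh YPD growth medium. Doses: single dose. Incubation: static 4 h at 37 °C with compound, 1 h detection. Measured by: luminescent adenylate kinase detection reagent. Read-out: signal increase indicating cell lysis. Benchmarks: Clomiphene.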
miR-122 sensor – inhibitors of miR-122 in Huh7 cells; activation (reporter increase), % at 12.5 µM; 340,000 tested, 0.3% active; Huh7 miR-122 Renilla luciferase sensor, 48 h; neutral wells = 0, positive control = 100; AID 602342;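 active = mean replicate activation score at least 90 and every replicate individually at or above 90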;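 also: higher luciferase means less miR-122 activity so hits act as miR-122 inhibitors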
Statin myotox sup – protects C2C12 myotubes from simvastatin toxicity | rescue of ATP level, % at 7.49 µM | ATP luminescence, 48 h; scaled: DMSO 0, geranylgeraniol control 100 | 330,000 tested, 0.78% active | AID 602340;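 active = mean ATP rescue above about 67%, or every replicate alone reaching that limit, limit read from the data, passing the limit was not always enough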;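 also: myotubes were challenged with 10 µM simvastatin during compound exposure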
PglD DTNB – blocks C. jejuni PglD acetyltransferase activity; AID 602405; inhibition, % at 12.5 µM; 360,000 tested, 0.098% active; purified PglD enzyme, DTNB colorimetric CoA detection; in the data active = inhibition above about 16%, passing the limit was not always enough; also: strong numbers were not always called active
Active calls of the source: *; . = not tested or not shown; & = joins results of further samples; [ ] = dose if it differs, or a comment.

The line under a structure holds: miR-122 sensor, INS-1E GSIS act, FN deposit inh, F508del corr, PGC1a acetyl inh, PglD DTNB, Cneo AK release, Statin myotox sup
O=C(Nc1ccc(N2CCOCC2)cc1)c1nc2ccccc2s1
 : -1, -1, -6, 1.3, 1, ., ., -41
CCCC(=O)N1CC2(CCN(S(=O)(=O)CC)CC2)c2c(n(C)c3cc(OC)ccc23)[C@@H]1CO
 : ., 1, 11, 1.2, 6, ., ., .
CCOc1cc(NC(=O)c2ccccn2)c(OCC)cc1NC(=O)c1ccccc1
 : -5, 3, 0, 0.1, 2, ., ., 7
COc1ccc(OC)c(C2C3=C(CCCC3=O)Nc3c2c(=O)n(C)c(=O)n3C)c1 (stereo not drawn)
 : 2, 9, -10, ., 8, 5, -1, 2
CN1C(=O)c2cc(NC(=O)Cc3cccs3)ccc2OC[C@@H]2O[C@@H](CC(=O)NCC3CC3)CC[C@@H]21
 : 33[16.7 µM], 13, -11, 0.2, -12, 2, -2, 0
O=C(Nc1ccccc1)NC1(c2cn(CC(=O)N3CCN(c4ccccc4)CC3)nn2)CCCCC1
 : ., ., ., 1.2, -9, 4, -8, .
C[C@@H]1CCCCO[C@H](CN(C)C(=O)C2CCCCC2)[C@@H](C)CN([C@H](C)CO)C(=O)c2cc(NC(=O)Nc3ccccc3)ccc2O1
 : 6[16.7 µM], 10, -11, -1.5, -1, 0, 1, .
COc1ccc(C(C#N)N2CCCCC2)cc1OC (stereo not drawn)
 : -4, 4, ., -2.5, -7, -2, 0, 13
CCC(C(=O)OCC(=O)N(C)c1c(N)n(Cc2ccccc2)c(=O)[nH]c1=O)c1ccccc1 (stereo not drawn)
 : -1, 11, 1, 1.6, -1, 3, ., 9
NS(=O)(=O)c1ccc(N2C(=O)C3CC=CCC3C2=O)cc1 (stereo not drawn)
 : ., -15, 3, 2.0, 4, ., ., .
O=C(c1ccc(Cl)cc1)N1CCC(=O)N(C(CO)Cc2ccccc2)CC1 (stereo not drawn)
 : -2, ., -1, 5.3, -9, -6, 1, 1
Cc1cccc(S(=O)(=O)N2CC[C@@H]3[C@H](CO)Nc4ccc(C#Cc5ccccc5F)cc4[C@@H]32)c1
 : -11[16.7 µM], 1, 2, 6.3, -17, 1, -1, -21
Cc1occc1C(=O)N/N=C/c1ccc(OCc2ccccc2)cc1
 : ., -25, -8, -3.2, -8, ., ., -24
CC1CC(C)CN(CCCNC(=O)COc2cc(=O)n(C)c3ccccc23)C1 (stereo not drawn)
 : 29, ., -10, ., -10, 11, 1, 4
CCOc1ccccc1CNC(=O)c1cn(C)c(=O)c2c1c1ccccc1n2C
 : -2, -3, 4, -0.9, 0, ., ., -26
CO[C@H]1CN(C)C(=O)c2ccc(NS(=O)(=O)CC(F)(F)F)cc2OC[C@H](C)NC[C@H]1C
 : ., 6, 1, 0.1, 4, -3, 49, 2
CCn1cc(CCC(=O)NC(C)c2ccccc2)c2ccccc21 (stereo not drawn)
 : -1, -19, -2, ., ., 6, -2, -5
CN(C)S(=O)(=O)c1cccc(NC(=O)COC(=O)/C=C/c2ccc3c(c2)OCO3)c1
 : -8, -4, ., 3.5, 14, -8, -1, 11
COc1ccc(CCNC(=O)COC(=O)/C=C/c2cccs2)cc1
 : ., 7, -3, 1.1, -4, ., ., .
CC1(C)C(c2ccccc2)=NC(c2ccc(F)cc2)N1O (stereo not drawn)
 : -5, ., ., ., -3, 1, 2, 26

Ordered by heavy-atom count (low to high): three of the compounds above.
The line under a structure holds: miR-122 sensor, INS-1E GSIS act, FN deposit inh, F508del corr, PGC1a acetyl inh, PglD DTNB, Cneo AK release, Statin myotox sup
CC1CC(C)CN(CCCNC(=O)COc2cc(=O)n(C)c3ccccc23)C1 (stereo not drawn)
 : 29, ., -10, ., -10, 11, 1, 4
COc1ccc(OC)c(C2C3=C(CCCC3=O)Nc3c2c(=O)n(C)c(=O)n3C)c1 (stereo not drawn)
 : 2, 9, -10, ., 8, 5, -1, 2
C[C@@H]1CCCCO[C@H](CN(C)C(=O)C2CCCCC2)[C@@H](C)CN([C@H](C)CO)C(=O)c2cc(NC(=O)Nc3ccccc3)ccc2O1
 : 6[16.7 µM], 10, -11, -1.5, -1, 0, 1, .

Six compounds out of the list above, sorted by their value in miR-122 sensor, low to high:
compound	miR-122 sensor	INS-1E GSIS act	F508del corr	PGC1a acetyl inh	PglD DTNB
CN(C)S(=O)(=O)c1cccc(NC(=O)COC(=O)/C=C/c2ccc3c(c2)OCO3)c1	-8	-4	3.5	14	-8
CC1(C)C(c2ccccc2)=NC(c2ccc(F)cc2)N1O (stereo not drawn)	-5	.	.	-3	1
COc1ccc(C(C#N)N2CCCCC2)cc1OC (stereo not drawn)	-4	4	-2.5	-7	-2
CCOc1ccccc1CNC(=O)c1cn(C)c(=O)c2c1c1ccccc1n2C	-2	-3	-0.9	0	.
CCn1cc(CCC(=O)NC(C)c2ccccc2)c2ccccc21 (stereo not drawn)	-1	-19	.	.	6
CC1CC(C)CN(CCCNC(=O)COc2cc(=O)n(C)c3ccccc23)C1 (stereo not drawn)	29	.	.	-10	11

Other results
The line under a structure holds: miR-122 sensor, INS-1E GSIS act, FN deposit inh, F508del corr, PGC1a acetyl inh, PglD DTNB, Cneo AK release, Statin myotox sup
C#CC(CCN1CCCCC1)(OC)c1ccccc1 (stereo not drawn)
 : 0, 18, -3, -1.5, ., -12, 3, 13
CSCCC(NC(=O)c1ccco1)C(=O)N1CCCC(C(F)(F)F)C1 (stereo not drawn)
 : 5, 18, 6, 0.2, -11, 5, 7, 12
CCOc1ccc2nc(NCCCNS(=O)(=O)c3ccc(F)cc3)c(C#N)cc2c1
 : -5, 7, ., 1.6, 2, ., ., .
C[C@H]1CN([C@@H](C)CO)S(=O)(=O)c2ccc(Br)cc2O[C@@H]1CN(C)Cc1cccc(F)c1
 : -4, -23&26, -4&-11, 1.8&0.6, -9&2, 1&2, 0&6, -14
C[C@@H]1CN([C@H](C)CO)C(=O)c2ccccc2-c2ccccc2CO[C@H]1CN(C)C(=O)[C@@H]1CCCN1C
 : ., 7, 0, -1.7, 1, 0, 0, .
CCC(=O)NC[C@H]1[C@H](c2ccccc2)[C@@H](CO)N1C(=O)C1CCC1
 : 58[16.7 µM], 9, ., 0.9, 8, 1, -2, -4
Cc1ccc(-n2ncc3c(=O)n(CC(=O)N4CCN(c5ccccc5)CC4)cnc32)cc1
 : ., 2, -4, 0.1, -10, ., ., .
CC(C)CN1CCN(Cc2ccc(CN3CCCCC3)s2)CC1CCO (stereo not drawn)
 : 1, 18, -4, ., 10, -1, 1, -1
O=S(=O)(c1ccc(-c2ccccc2)cc1)N1CCOCC1
 : 0, ., 11, ., -15, 2, -2, -17
CC(NC(=O)C1CCN(C(=O)c2cccs2)CC1)c1ccc(S(N)(=O)=O)cc1 (stereo not drawn)
 : ., -3, 1, 2.9, 7, ., ., 8
O=C(Nc1ccncc1)c1ccccc1Cl
 : -6, 6, -5, -0.2, 3, 2, -2, 2
COc1cc(NC(=O)COC(=O)CNC(=O)c2cc(C)cc(C)c2)c(C)cc1[N+](=O)[O-]
 : -3, -10, -8, ., -5, 1, -1, 9
C/C(=N\Nc1ccc(C(F)(F)F)cc1[N+](=O)[O-])C(C)C
 : 0, ., 5, 0.2, ., -2, -1, .
CO[C@H]1CN(C)C(=O)c2cc(NC(=O)CC(F)(F)F)ccc2OC[C@H](C)N(S(=O)(=O)c2cn(C)cn2)C[C@H]1C
 : ., -5, -6, 0.7, -1, 0, 3, -6
Nc1ncnc2c1ccn2[C@H]1CN(Cc2ccc3c(c2)OCO3)C[C@@H](CO)O1
 : 1, -4, 4, 0.1, 2, 2, -1, -6
O=C(NCC1CCCO1)NC12CC3CC(CC(C3)C1)C2 (stereo not drawn)
 : 0, ., ., ., ., -3, 0, 6
CCOc1ccc(C2OCCC(C)O2)cc1OC (stereo not drawn)
 : -6, -9, 2, -4.6, -11, 4, -1, 7
Cc1ccc(S(=O)(=O)N2CCOC2CNC(=O)C(=O)NCc2ccccc2)cc1 (stereo not drawn)
 : -2, 3, ., -1.6, 2, -3, 3, .
N#Cc1ccccc1Oc1ccccc1C=O
 : ., 8, 8, 2.6, 0, ., ., .
Cc1noc(C)c1S(=O)(=O)Nc1ccc2c(c1)C(=O)N([C@H](C)CO)C[C@H](C)[C@H](CN(C)Cc1ccc(C(F)(F)F)cc1)OCCCC[C@@H](C)O2
 : -3[16.7 µM], -2, ., 3.7, 4, -1, 9, .
Cc1ccccc1S(=O)(=O)N1CCCCN2[C@@H](CO)[C@H](c3ccc(C#CCN(C)C)cc3)[C@@H]2C1
 : 5[16.7 µM], 4, 1, -3.0, -5, -1, 3, 14
CN(CC(=O)NCCCc1ccccc1)Cc1ccc(Br)cc1
 : ., -9, -6, -3.9, -13, 6, 2, 12
CCN(C(=O)N(CC)c1ccccc1)c1ccccc1
 : -5, 15, ., -0.7, -10, -2, 2, -4
COc1ccc(C(=O)NNC2=NS(=O)(=O)c3ccccc32)cc1OC
 : -4, -5, 5, 1.4, 5, 5, 0, -43
O=C(Cc1cccs1)Nc1cccc(C(=O)Nc2ccco2)c1
 : 11, ., -8, ., -13, -1, -3, 9
O=C(CN1C(=O)S/C(=C\c2ccc(O)c([N+](=O)[O-])c2)C1=O)Nc1ccc(N2CCOCC2)cc1
 : ., -21, -10, -2.5, ., -3, 10, .
COc1ccc(S(=O)(=O)N(C)C[C@H]2OCCCC[C@H](C)Oc3ccc(NS(=O)(=O)c4cn(C)cn4)cc3C(=O)N([C@@H](C)CO)C[C@H]2C)cc1
 : -1[16.7 µM], 2, -3, 0.7, ., 5, 4, .
CC(=O)N(C)C[C@@H]1Oc2cc(-c3ccccc3)ccc2S(=O)(=O)N([C@H](C)CO)C[C@@H]1C
 : -12[16.7 µM], 6, -1, ., -7, 5, -1, 14
O=C(Cc1ccccc1Cl)Nc1cccc(S(=O)(=O)N2CCCCCC2)c1
 : 18, -22, 4, 2.2, -12, 2, 1, -19
O=C(NCC[C@H]1CC[C@H](NC(=O)Nc2cc(F)ccc2F)[C@@H](CO)O1)Nc1ccc(F)cc1
 : ., -5, ., -3.6, 7, -5, 0, -5
COC(=O)c1cn(C)c2ccc(S(=O)(=O)N3CCCC3)cc2c1=O
 : 6, 16, 4, ., 13, ., ., -3
C/C(=N\NC(=O)c1ccccc1F)c1ccccn1
 : 8, 2, ., -0.1, 8, -2, -1, 32
Cn1c(C(=O)N2CCCC(Nc3ccc(F)cc3)C2)cc2ccccc21 (stereo not drawn)
 : ., -8, -4, -1.2, 2, 5, 1, 1
CCC(=O)Nc1ccc(C(=O)COC(=O)Cc2ccsc2)cc1
 : ., 4, 3, 1.9, ., 1, 1, -4
COCCNC(=O)/C(C#N)=C/c1cccc(NC(=O)c2ccccc2Cl)c1
 : -8, -10, -6, ., -11, 9, -3, .
CCCN1C[C@@H](C)[C@H](OC)CN(C)C(=O)c2ccc(NS(=O)(=O)c3cn(C)cn3)cc2OC[C@@H]1C
 : ., 4, 10, 1.5, -1, ., ., 5
Cc1ccc(S(=O)(=O)N(C)C[C@@H]2Oc3c(NS(=O)(=O)c4ccc(F)cc4)cccc3C(=O)N([C@H](C)CO)C[C@H]2C)cc1
 : 1[16.7 µM], 4, ., 3.2, 10, -3, 54, 2
N=c1oc2ccccc2cc1-c1nc(-c2ccc(Cl)cc2)cs1
 : 9, -18, 2, ., -1, -3, -2, -9
COc1ccc(OC)c(-n2c(=O)c3ccccc3c3ccccc3c2=O)c1
 : -1, -15, 1, ., ., 0, 2, .
COCCCNC(=O)c1ccc(N(C)S(=O)(=O)c2ccc(OC)cc2)cc1
 : -2, 3, ., ., 2, -15, -2, 3
CC(C)c1ccc[n+](-c2nc([O-])sc2C=O)c1
 : -3, ., -7, 2.0, 0, 0, -1, .

From PubChem
